# Assay outcomes (PubChem)
# HEK293 viab: reduces viability of HEK-293 SNCA reporter cells | HEK-293-SNCA-luc viability, GF-AFC fluorescence, 24 h | Potency, µM (doses to about 57.1 µM), for inactives: at the highest dose activity change, negative = cytotoxicity, hits mostly cytotoxic | 0.12% of 150,000 active | AID 1671193;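 also: potency is read from the fitted curve at half-maximal effect; 0% = DMSO-treated cells and -100% = medium-only wells without cells; nearly all actives have a fitted effect of over 30% in size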
#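 Cytotoxicity counterscreen: after 24 h compound treatment of genome-edited SNCA-luciferase HEK-293 cells, live-cell protease substrate GF-AFC read by fluorescence after 30 min; activity scaled between DMSO (0%) and medium-only (-100%), curves Hill-fitted.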
# Luciferase inh: inhibitors of firefly (Photinus pyralis) luciferase | 2.5% of 76,000 active | P08659 | Potency, µM (titrated, usually from 115 µM), for the others: at the highest dose activity change, negative = inhibition, usual class: inhibitors | purified P. pyralis luciferase, luminescence, biochemical; also: potency is read from the fitted curve at half-maximal effect; nearly all actives have a fitted effect of over 65% in size
# Target sequence (P08659 whole entry, looked up): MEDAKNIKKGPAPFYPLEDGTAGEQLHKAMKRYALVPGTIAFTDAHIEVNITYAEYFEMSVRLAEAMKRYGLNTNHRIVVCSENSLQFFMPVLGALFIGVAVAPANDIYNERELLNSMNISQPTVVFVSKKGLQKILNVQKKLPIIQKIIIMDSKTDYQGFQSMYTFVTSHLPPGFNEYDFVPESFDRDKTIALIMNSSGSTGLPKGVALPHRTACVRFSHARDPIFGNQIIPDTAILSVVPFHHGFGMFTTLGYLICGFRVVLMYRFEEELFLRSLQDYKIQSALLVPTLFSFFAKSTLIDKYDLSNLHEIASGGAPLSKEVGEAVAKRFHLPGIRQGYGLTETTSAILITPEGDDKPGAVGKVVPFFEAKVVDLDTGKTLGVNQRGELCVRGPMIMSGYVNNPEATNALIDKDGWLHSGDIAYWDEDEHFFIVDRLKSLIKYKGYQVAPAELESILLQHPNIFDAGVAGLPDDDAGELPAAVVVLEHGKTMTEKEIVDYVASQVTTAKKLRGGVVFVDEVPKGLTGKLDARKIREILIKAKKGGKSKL
#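 Inhibitors were tested against purified firefly luciferase in a biochemical, low-substrate format (both substrates at 10uM) and luminescence measured with a CCD imager.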
# GPT2 inhibitor: GPT2 alanine aminotransferase inhibition. Recombinant GPT2, coupled pyruvate oxidase/HRP Amplex Red fluorescence. 0.25% of 100,000 active. Potency, µM (titrated, usually from 57.7 µM), without a hit: at the top dose activity change, negative = inhibition, usual class: inhibitors. Q8TD30; also: potency is read from the fitted curve at half-maximal effect; nearly all actives have a fitted effect of over 60% in size; many of its hits are not listed in these tables
# Target sequence (Q8TD30 whole entry, looked up): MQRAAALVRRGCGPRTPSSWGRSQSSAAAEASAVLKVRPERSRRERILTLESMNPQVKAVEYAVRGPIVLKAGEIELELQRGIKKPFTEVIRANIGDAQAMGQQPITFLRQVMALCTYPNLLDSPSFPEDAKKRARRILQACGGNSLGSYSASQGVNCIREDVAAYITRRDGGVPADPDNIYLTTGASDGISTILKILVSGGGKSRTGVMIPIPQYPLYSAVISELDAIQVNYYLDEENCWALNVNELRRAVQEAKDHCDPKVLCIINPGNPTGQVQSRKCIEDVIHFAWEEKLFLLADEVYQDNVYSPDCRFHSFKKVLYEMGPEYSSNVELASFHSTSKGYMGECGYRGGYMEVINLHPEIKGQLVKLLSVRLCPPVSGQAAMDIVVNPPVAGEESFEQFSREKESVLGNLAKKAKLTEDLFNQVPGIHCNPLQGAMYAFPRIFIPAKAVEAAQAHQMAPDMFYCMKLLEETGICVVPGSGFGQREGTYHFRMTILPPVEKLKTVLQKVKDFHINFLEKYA
#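 Inhibition is scored from Amplex Red fluorescence generated when pyruvate oxidase and HRP act on pyruvate released by GPT2. Reactions contain 10ng/uL enzyme, 250uM a-KG and 2mM L-alanine and run 30 min at room temperature.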
# IP6K1 inh: inhibitors of human IP6K1 | IP6K1 kinase, ADP-Glo luminescence, 2 h; active compounds read low | activity change, % (series mostly up to about 58 µM) | Q92551 | 0.81% of 140,000 active; in the data active = activity change below about -25%
#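 ADP-Glo luminescence measures ADP made by human IP6K1 during a 2 h RT reaction with ATP/IP6 (mix at 1.3 mM/130 uM); top library doses 57.5 and 19.1 uM final.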
# HEK293 tox: kills HEK 293 cells | HEK 293 viability, ATP luminescence (CellTiter-Glo), 48-72 h | Potency, µM (doses to about 115 µM), inactives show at the top dose activity change, negative = cytotoxicity, most hits filed as inhibitors | 6.6% of 94,000 active; also: potency is read from the fitted curve at half-maximal effect; nearly all actives have a fitted effect of over 60% in size
#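 Viability of HEK 293 cells, plated at 250 cells/well, was judged by cellular ATP after compound treatment for 48 or 72 hr. Luminescence was imaged 10 min after CellTiter-Glo addition at room temperature.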
# SNCA expr inhib: reduces expression of the alpha-synuclein gene; HEK-293 SNCA-luciferase knock-in, luminescence, 24 h; Potency, µM (highest dose often 57.2 µM), for inactives: at the highest dose activity change, negative = inhibition, actives largely listed as inhibitors; 0.17% of 140,000 active;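 also: potency is read from the fitted curve at half-maximal effect; plate controls were DMSO cells for no effect and cell-free wells for full effect; nearly all actives have a fitted effect of over 45% in size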
# NIH3T3 tox: NIH 3T3 cell cytotoxicity; Potency, µM (series often up to 96.7 µM), inactives show top-dose activity change, negative = cytotoxicity, hits mostly inhibitors; 4.3% of 94,000 active; AID 1345082; NIH 3T3 viability, CellTiter-Glo ATP luminescence, 48-72 h; also: potency is read from the fitted curve at half-maximal effect; nearly all actives have a fitted effect of over 55% in size
#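 Cytotoxicity is measured as loss of cellular ATP: NIH 3T3 cells (400/well) are exposed to compound for 48 or 72 hr at 37 °C, then CellTiter-Glo luminescence is imaged after 10 min at room temperature.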
# An asterisk follows results filed as active; i = inactive; ? = inconclusive; . = no result given; [ ] = dose if it differs, or a comment. Unless noted, calls follow the shape of the dose curve; as a rule, active = well fitted curve in the direction sought with a large enough effect; inconclusive = small, poorly fitted or top-dose-only effect, or another doubt; inactive = no such curve, though single readings can be large; an effect the other way counts as inactive or inconclusive. Unless noted, % is scaled to controls: 0 for no effect and ±100 for the full control effect.
entry	SMILES	HEK293 viab	Luciferase inh	GPT2 inhibitor	IP6K1 inh	HEK293 tox	SNCA expr inhib	NIH3T3 tox
1	COc1ccccc1N1CCN(C(=O)C[C@@H]2C[C@@H](C(C)C)[C@H](CO)C=C2C)CC1	-24%[87.6 µM]	-3%[172 µM]	i	2	?	-24%[87.6 µM]	100µM*
2	COc1ccc(C)c2sc(NC(=O)c3ccncc3)nc12	0%	.	i	8	.	.	.
3	COc1ccccc1-c1cccc(CN2CCC(NC(=O)c3ccc(F)cc3)CC2)c1	-6%	.	-6%	13	40µM*	-21%	?
4	COc1ccc(CC(=O)Nc2sc3c(c2C(=O)Nc2c(C)cccc2C)CCCCC3)cc1	4%	.	.	8	.	8%	.
5	OCCc1cc(CC2(NCc3ccc(CO)o3)COC2)no1	2%[87.6 µM]	1%[172 µM]	-5%[88.5 µM]	14	2%[172 µM]	6%[87.6 µM]	3%[138 µM]
6	COc1cccc(C(=O)N2CCC3(CC2)CN(c2ccncn2)CC3CO)c1C (centres undefined)	1%[12.5 µM]	0%	i	29	-25%	-24%	-25%
7	COc1ccc(-c2cc(N3CCN(C(=O)c4ccc(F)cc4F)CC3)n[nH]2)cc1	2%	-11%	i	8	?	9%	?
8	O=C(NC1CCCC1)N1CCN(C(=O)c2nc3cccnc3n(C3CC3)c2=O)CC1	-13%	.	i	-9	-9%	-29%	?
9	Cc1noc(C)c1CC(=O)NCC1CCN(c2cc(-c3ccccc3)[nH]n2)CC1	?	11%	-11%	-4	-5%	14%	-26%
10	O=C1CC(c2ccccc2)N(C(=O)c2ccco2)CCCCCCN1 (centres undefined)	-1%	3%	-7%	27	-5%	-15%	-20%
11	CCC(CC)CN1CC2(CCN(C(=O)c3cn4cccnc4n3)CC2)OC1=O	5%	2%	3%	11	i	-13%	2%
12	Cc1ccccc1C1=CCN(c2ncc(NC(=O)c3ccc(Cl)cc3)cc2C(=O)O)CC1	10%	.	.	4	.	36%[activator]	.
13	COCCn1cnc2ccc(-c3ccc4c(c3)OCO4)nc2c1=O	-1%[87.6 µM]	?	-14%[88.5 µM]	6	-4%[172 µM]	22%[87.6 µM]	?
14	Cc1ccc(OCC(=O)Nc2cccc3ccc(C)nc23)c(C)c1	4%	.	.	-4	.	40%[activator]	.
15	O=C(NC1CCCCC1)c1nc2sccn2c1-c1ccccc1	-8%[87.6 µM]	.	i	3	63µM*	-1%[87.6 µM]	?
16	Cc1c2cnn(CC(=O)NCCc3ccccc3)c(=O)c2c(C)n1Cc1ccccc1Cl	-7%	.	.	11	.	3%	.
17	c1cn(-c2ccc3cn[nH]c3c2)c(-c2cc3n(n2)CCCNC3)n1	1%	4%	0%	-6	4%	-17%	-2%
18	Cc1ccc(C)c(-c2cc(C(=O)N3CCCC3c3nncn3C(C)C)[nH]n2)c1 (centres undefined)	2%	3%	1%	-6	11%	3%	-2%
19	COc1ccc(C)cc1NS(=O)(=O)c1ccc(-c2cnc(C3CC3)o2)cc1	-19%	.	.	-7	.	?	.
20	CC(=O)NCC(=O)N1CCC(n2cc(-c3nc(-c4ccccc4)no3)nn2)CC1	-1%	?	i	0	-6%	53%[activator]	-11%
21	Cc1ccc(-n2nc3n(c2=O)CCN(C(=O)C(C)(C)C)C3)cc1	1%[87.6 µM]	?	i	-1	?	95%[activator][87.6 µM]	50µM*
22	CS(=O)(=O)CC[C@H](NC(=O)C1=C[C@@H](NC(=O)CCN)[C@@H](O)[C@H](O)C1)C(N)=O	10%[87.6 µM]	9%[172 µM]	1%[88.5 µM]	16	i	-8%[87.6 µM]	2%[174 µM]
23	COc1ccc(NC(=O)c2nc3sccn3c2-c2ccc(C)cc2)cc1	?	.	i	10	-30%	3%	-34%
24	COc1ccc(NC(=O)CNC(=O)Cn2c(C)cc3ccccc3c2=O)cc1OC	10%	.	.	3	.	18%	.
25	Cc1ccc(-c2nc(N3CCOCC3)cc3c2CN(Cc2cnn(C)c2)C3=O)cn1	-3%[87.6 µM]	-1%[172 µM]	-13%[88.5 µM]	9	-20%[172 µM]	-13%[87.6 µM]	?
26	c1ccc(CN2CCC(Cc3nncn3-c3ccccc3)C2)cc1 (centres undefined)	6%	-22%	i	51	-16%	27%	-28%
27	CCC(=O)N1CCCC(c2nc(-c3cccnn3)no2)C1 (centres undefined)	7%	-4%	-10%[11.5 µM]	28	i	-8%	2%
28	O=C(CSc1nccn1Cc1ccco1)Nc1ccc(OC(F)(F)F)cc1	-2%	.	.	-5	.	194%[activator]	.
29	CN1C(=O)CCCCC1C(=O)NCC1CCN(Cc2cccc(F)c2)CC1 (centres undefined)	-7%	0%	2%	11	-8%	-25%	-16%
30	COc1cc(OC)c(N(C)C(=O)c2sc3nc4n(c(=O)c3c2C)CCCC4)cc1Cl	3%	.	.	-8	.	48%[activator]	.
31	CCOc1ccccc1CNC(=O)CSc1nnc(C)c2c(C)n(-c3ccccc3)nc12	0%	.	.	5	.	-25%	.
32	Cc1ccc(-c2cc(N3CCC(CNC(=O)c4ccc[nH]4)CC3)n[nH]2)cc1	7%	?	?	5	?	16%	?
33	COc1ccc(C(=O)Nc2nc3c(s2)C[C@@H]2[C@](C)(CO)[C@H](O)CC[C@@]2(C)[C@@H]3CC(=O)N(C)Cc2ccccc2)cc1	?	-3%	-2%	2	?	?	?
34	COc1ccc(NC(=O)c2ccc3c(SCC(=O)O)c4c(nc3c2)CCCC4)cc1OC	-2%	.	.	-5	.	13%	.
35	NC(=O)C1CCN(Cc2nnc3cc(-c4nc(-c5ccccc5)no4)ccn23)CC1	13%	-23%	i	10	-1%	96%[activator]	i
36	O=C(O)C1(n2cnc3ccccc32)CCN(c2nc3ccccc3s2)CC1	-15%	4%	-25%	3	-2%	18%	4%
37	COc1ccc(NC(=O)c2oc3ccccc3c2NC(=O)c2cc(=O)c3cc(Cl)ccc3o2)cc1	-2%	.	.	-8	.	38%[activator]	.
38	COc1ccc(Nc2ccnc(N3CCCC(C(=O)NCC4CC4)C3)n2)cc1 (centres undefined)	-6%	.	-5%	18	?	-7%	?
39	Cc1ccc(NC(=O)/C(C#N)=C/c2ccc(-c3ccc(Cl)c(C(=O)O)c3)o2)cc1C	-3%	.	.	-9	.	61%[activator]	.
40	CC(C)N1C(=O)C2(CCCCC2)C1C(=O)NCCCN1CCN(C)CC1 (centres undefined)	6%	2%	i	-1	0%	-17%	-2%

# Just NIH3T3 tox, IP6K1 inh and Luciferase inh, for some of the entries so far:
no. | SMILES | NIH3T3 tox | IP6K1 inh | Luciferase inh
36 | O=C(O)C1(n2cnc3ccccc32)CCN(c2nc3ccccc3s2)CC1 | 4% | 3 | 4%
21 | Cc1ccc(-n2nc3n(c2=O)CCN(C(=O)C(C)(C)C)C3)cc1 | 50µM* | -1 | ?

# Continuation.
entry	SMILES	HEK293 viab	Luciferase inh	GPT2 inhibitor	IP6K1 inh	HEK293 tox	SNCA expr inhib	NIH3T3 tox
41	CCc1ccccc1NC(=O)Cn1c(=O)ccc2cc(S(=O)(=O)N3CCCC3)ccc21	-6%	.	.	-17	.	-12%	.
42	O=C1C(c2ccccc2)CC2(CCN(c3cnccn3)CC2)CN1C1CC1 (centres undefined)	9%	0%	1%	-15	-1%	42%[activator]	?
43	CC(=O)N1CCCN(c2ncnc3c2CN(C2CCCNCC2)C(=O)CN3C)CC1 (centres undefined)	3%	.	3%	-16	i	11%	i
44	COc1ccc(Cn2c(C3CCN(C(=O)c4ccccc4OC)CC3)n[nH]c2=O)cc1	6%	0%	i	15	3%	-11%	-22%
45	CN(c1cc(=O)c2ccnc(Nc3ccn(C)n3)c2o1)C1CCOCC1	13%[87.6 µM]	-14%[172 µM]	2%[88.5 µM]	-4	-17%[172 µM]	-29%[87.6 µM]	?
46	COc1ccc(-c2ccccc2C(=O)NCc2ccc(F)cc2F)nn1	.	.	.	11	-9%	.	-13%
47	CCOc1ccc(C(=O)Nc2c(C(=O)Nc3ccccc3F)oc3ccccc23)cc1OCC	-14%	.	.	-7	.	-1%	.
48	O=C(O)CSc1nc2ccc(NC(=O)COc3ccc(Cl)cc3)cc2s1	1%	.	.	1	.	5%	.
49	CCOc1ccccc1NC(=O)c1c(NC(=O)c2cccc(C)c2)sc2c1CCC2	12%	.	.	-11	.	3%	.
50	CCCCOC(=O)c1ccc(NC(=O)C2(c3cccs3)CCOCC2)cc1	0%	.	.	-4	.	9%	.
51	COc1cc(C2CC(=O)Nc3c2c(=O)nc2c(C)cccn32)cc(OC)c1OC (centres undefined)	9%	.	.	24	.	-14%	.
52	COc1cccc(-c2cc(C(=O)NCc3ccc(F)cc3)c3cnn(C)c3n2)c1	.	.	.	-7	?	.	?
53	Cc1cc(=O)n(CC(=O)Nc2ccccc2F)c(-c2ccccc2)n1	-6%	10%	i	-8	-5%	2%	-4%
54	O=C(c1ccoc1)N1CCCC(CN2CCOCC2)CC1 (centres undefined)	5%	4%	-10%	-13	3%	10%	3%
55	CCc1ccccc1Nc1nc2cc(Cl)c(Cl)cc2nc1-n1nc(C)cc1C	0%	.	.	-1	.	3%	.
56	CCS(=O)(=O)c1ccc2oc([C@H]3CCN(Cc4ccc(OC)cc4)C3)nc2c1	-18%[87.6 µM]	8%[172 µM]	-17%[88.5 µM]	13	63µM*	0%[87.6 µM]	?
57	Cc1cc(C)cc(Nc2ncnc3onc(-c4ccc(F)cc4)c23)c1	?	.	.	-2	.	7%	.
58	COc1ccc(CC(=O)NCc2cn[nH]c2-c2ccc(C)cc2)cc1	2%	-1%	i	-1	-5%	?	-4%
59	O=C(C1CCCCc2nnc(-c3ccccc3)n21)N1CCCC1 (centres undefined)	-9%	.	1%	10	2%	19%	-9%
60	C=C1C(=O)O[C@@H]2C[C@H](C)[C@@]3(O)C=C(C(C)=O)[C@]4(CC3C[C@H]12)C(=O)O[C@H]1C[C@@H](C)C(CCC(C)=O)=CC[C@H]14 (some centres undefined)	-26%[23.9 µM]	.	-5%[27.3 µM]	10	.	.	.
61	CC(C)Cn1c(=O)c(C(=O)N2CCC(C#N)CC2)nc2cccnc21	-2%[87.6 µM]	.	i	15	1%[172 µM]	-8%[87.6 µM]	?
62	COc1ccccc1-c1ccc(C(=O)N2C[C@@H](N(C)C)[C@H](C(C)C)C2)cc1	-20%	3%	i[11.5 µM]	-17	?	-13%	-27%
63	COc1ccc(C(=O)N2CCC3(C2)C(=NC2CCCCC2)NC(=O)N3c2cccc(OC)c2)cc1 (centres undefined)	?	.	-4%	6	i	?	?
64	O=C(NCCN1CCC(n2c(=O)[nH]c3ccccc32)CC1)c1ccc2ccccc2c1	?	.	i	15	.	.	.
65	COCCCNc1nc2c(S(=O)(=O)c3ccccc3)nnn2c2ccccc12	1%	.	1%	3	i	-4%	-4%
66	COCCNC(=O)C[C@@H]1C[C@H]2O[C@H](CNC(=O)NCCOC)[C@@H](O)[C@H]2O1	4%[87.6 µM]	3%[172 µM]	i	7	2%[172 µM]	-3%[87.6 µM]	5%[174 µM]

# Hits appear at their usual frequency; overall some 7.8% were active at least once.
